Compound activity from PubChem BioAssay.
TbPYK inhibitor: blocks Trypanosoma brucei pyruvate kinase | Q57TT1 | TbPYK enzyme, Kinase-Glo Plus ATP luminescence, 45 min | Potency, µM (titrated, usually from 76.8 µM), for inactives: at the highest dose activity, negative = inhibition, hits mostly inhibitors | 410,000 tested, 0.12% active; further: potency means the concentration at half of the fitted maximal effect; nearly all actives have a fitted effect of over 50% in size
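Glycolytic pyruvate kinase of T. brucei was incubated with substrate, test compound and 130 uM ADP for 45 minutes at room temperature. Luminescent Kinase-Glo Plus signal was measured after 10 minutes.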
AmpC detergent: inhibitors of E. coli AmpC beta-lactamase with detergent; P00811; AmpC hydrolysis of nitrocefin, absorbance 480 nm, 0.01% Triton; Potency, µM (top dose mostly 114 µM), inactives show at the top dose activity change, negative = inhibition, hits mostly inhibitors; 370,000 tested, 0.041% active; AID 485294;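 further: potency means the concentration at half of the fitted maximal effect; 0% = no-compound wells and -100% = no-enzyme wells; nearly all actives have a fitted effect of over 25% in size; some results filed as inactive show a strong effect at the top dose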
Target sequence (P00811 whole entry, looked up): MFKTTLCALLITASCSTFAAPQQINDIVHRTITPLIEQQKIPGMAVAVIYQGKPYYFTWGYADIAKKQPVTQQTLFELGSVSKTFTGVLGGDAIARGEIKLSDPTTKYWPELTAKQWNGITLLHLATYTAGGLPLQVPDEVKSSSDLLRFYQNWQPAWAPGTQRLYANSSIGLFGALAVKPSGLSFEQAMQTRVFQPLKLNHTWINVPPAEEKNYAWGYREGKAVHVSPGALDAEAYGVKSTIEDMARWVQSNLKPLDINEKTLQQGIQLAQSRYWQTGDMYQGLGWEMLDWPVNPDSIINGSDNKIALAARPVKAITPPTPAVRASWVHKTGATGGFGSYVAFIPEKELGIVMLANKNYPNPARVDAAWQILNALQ
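20 mM phosphate pH 7.0 + 0.01% (detergent screen) or 0.0001% Triton X-100; 5.3 nM AmpC reagent; cpd preinc 15 min RT; nitrocefin (800 uM stock) to start; A480 q20 s × 4 min; Activity was normalised to no-enzyme and no-compound control wells.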
HCV inhibitor: HCV inhibition; 340,000 tested, 3.4% active; Huh7.5.1 HCVcc-Cre infection, luciferase reporter, 44 h; Potency, µM (series often up to 41.8 µM), for inactives: at the highest dose activity change, negative = inhibition, most hits filed as inhibitors; further: potency means the concentration at half of the fitted maximal effect
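Whole-lifecycle infectious HCVcc-Cre system; cells 1,000/well, compound then virus (~0.5 moi) added 4 h after plating, 44 h culture. Luciferase read 15 sec following 15 min substrate incubation, room temp.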
HCMV inh: human cytomegalovirus inhibition; HFF cells, HCMV-luciferase reporter, 72 h; active compounds read low; activity change, negative = inhibition, % at 57.5 µM; AID 1259415; 410,000 tested, 4.5% active; in the data active means activity change below about -60%; inconclusive means no clear call, values can overlap the other calls; inactive means above about -39%
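HFF cells seeded 16 h at 37C, treated with compounds, infected with luciferase-reporter HCMV at MOI 1 PFU/cell; luciferase read at 72 h post infection, normalized to buffer-only and Salinomycin controls.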
LmPK inhibitor: inhibitors of Leishmania mexicana pyruvate kinase; purified LmPK, Kinase-Glo ATP luminescence, 1 h; Potency, µM (series often up to 57.5 µM), inactives show top-dose activity change, negative = inhibition, actives largely listed as inhibitors; 290,000 tested, 0.37% active; AID 1721; further: potency means the concentration at half of the fitted maximal effect
Target sequence (Q27686 whole entry, looked up): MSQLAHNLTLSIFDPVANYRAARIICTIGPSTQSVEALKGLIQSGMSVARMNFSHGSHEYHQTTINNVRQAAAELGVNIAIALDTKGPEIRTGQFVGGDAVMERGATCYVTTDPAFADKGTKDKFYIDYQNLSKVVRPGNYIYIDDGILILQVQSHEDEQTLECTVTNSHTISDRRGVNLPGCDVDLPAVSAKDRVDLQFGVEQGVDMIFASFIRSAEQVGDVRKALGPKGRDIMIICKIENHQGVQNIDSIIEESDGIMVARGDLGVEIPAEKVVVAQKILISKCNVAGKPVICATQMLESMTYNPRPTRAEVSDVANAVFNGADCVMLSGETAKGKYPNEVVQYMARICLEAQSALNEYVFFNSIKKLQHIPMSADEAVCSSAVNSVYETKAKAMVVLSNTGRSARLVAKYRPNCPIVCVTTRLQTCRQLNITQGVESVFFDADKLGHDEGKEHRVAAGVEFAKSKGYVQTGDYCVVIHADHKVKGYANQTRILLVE
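qHTS format; LmPK 0.1 nM; substrates PEP 0.5 mM and ADP 0.1 mM. One-hour room-temperature incubation, then coupled luciferase luminescence; 0.5 nM enzyme wells mark activation.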
AmpC no deterg: AmpC beta-lactamase inhibition without detergent | P00811 | AmpC nitrocefin hydrolysis, absorbance 480 nm, 0.0001% Triton | AID 485341 | Potency, µM (titrated, usually from 57.1 µM), inactives show at the highest dose activity change, negative = inhibition, actives largely listed as inhibitors | 330,000 tested, 0.52% active;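 further: potency means the concentration at half of the fitted maximal effect; plate controls were no compound for no effect and no enzyme for full effect; nearly all actives have a fitted effect of over 20% in size; some results filed as inactive show a strong effect at the top dose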
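AmpC (5.3 nM in the dispensed reagent) in 20 mM phosphate pH 7.0 with 0.01% (detergent screen) or 0.0001% Triton X-100 was preincubated with compounds for 15 min at room temperature. Nitrocefin was then added from an 800 uM solution, and hydrolysis was followed at 480 nm.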
AMA1 RON2 block: disrupts binding of P. falciparum AMA1 to RON2 | Potency, µM (highest dose often 58.2 µM), for the others: top-dose activity change, negative = inhibition, most hits filed as inhibitors | AlphaScreen AMA1-biotinylated RON2 peptide binding | 360,000 tested, 0.2% active;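 further: potency means the concentration at half of the fitted maximal effect; 0% = vehicle wells and -100% = peptide control; nearly all actives have a fitted effect of over 45% in size; some results filed as inactive show a strong effect at the top dose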
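AMA1 (3D7) with his tag at 25 nM final met compounds first, then biotinylated RON2 peptide at 25 nM; detection used donor plus acceptor beads, 10 µg/mL apiece, read by AlphaScreen after 30 min at room temperature.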
Numbers without * were called inactive; ? = inconclusive; · = not tested or not shown; [ ] = dose if it differs, or a comment. Unless noted, the call rests on the fitted dose curve; in most records, active means well fitted curve in the direction sought with a large enough effect; inconclusive means small, poorly fitted or top-dose-only effect, or another doubt; inactive means no such curve, though single readings can be large; an effect the other way counts as inactive or inconclusive. Unless noted, on the % scale 0 is the no-effect control and ±100 the full control effect.

Order of results – TbPYK inhibitor	AmpC detergent	HCV inhibitor	HCMV inh	LmPK inhibitor	AmpC no deterg	AMA1 RON2 block
O=C(CN1CCOCC1)Nc1ccc(S(=O)(=O)N2CCCCCC2)cc1
 : 1.5%	?	8.2%	-82.0*	3.7%	-1.7%	-8.4%
C=CCn1c(C)cc(C(=O)COc2ccc(C)nc2[N+](=O)[O-])c1C
 : -12.5%	-4.2%	?	-92.1*	2.6%	-44.8%	-6.6%
Cc1cc(N/N=C/c2ccncc2)nc2ccccc12
 : -1.5%	0.5%	?	55.2	-5.5%	-9.5%[2.29 µM]	41.5%[activator]
O=C(CSc1nccn1Cc1ccco1)Nc1ccccc1F
 : -9.1%	5.8%	-3.6%	13.1	-7.2%	-17.1%	-8.7%
Cc1ccc(Cn2c(N3CCNCC3)nc3c2c(=O)[nH]c(=O)n3C)cc1
 : -7.8%	1.6%	7.1%	6.0	-0.3%	-7.0%	15.6%
CC(=O)NC(c1ccccc1)c1nc(-c2ccccc2C)cs1 (stereo unspecified)
 : -4.4%	·	·	-25.4	·	·	-6.9%
CC[C@@]1(C(=O)OC)N[C@H](CN(C)C(=O)NC(C)C)[C@@H]2C(=O)N(C)C(=O)[C@@H]21
 : 0.5%	·	13.8%	2.4	·	-5.0%	-2.2%
Cc1ccc(S(=O)(=O)/N=C2/NC(=O)/C(=C/c3ccc(Br)o3)S2)cc1
 : -12.2%	?	11.8%	24.8	6.3%	-29.2%	-7.6%
Cc1ccc(C(=O)Nc2c(C#N)c(C)c(C)n2Cc2ccccc2)cc1
 : -0.3%	-10.0%	-17.6%	-20.4	0.5%	-40.9%	-1.6%
Cc1ccc(COc2ccc3oc(-c4ccccc4)c(C(=O)O)c3c2)cc1
 : -7.1%	19.2%	·	2.1	·	·	·
COC(=O)c1cc(S(=O)(=O)Nc2cc(S(=O)(=O)N(C)C)ccc2C)oc1C
 : -11.8%	-3.0%	4.0%	10.9	1.9%	-18.8%	-0.6%
Cc1cccc(C)c1NC(=O)CN1C(=O)C2CC=CCC2C1=O (stereo unspecified)
 : -9.7%	-12.0%	24.9%	-31.3	·	-23.2%	1.0%
Cc1ccc(-n2c(SCC(=O)NCCC3=CCCCC3)nc3n[nH]c(C)c3c2=N)cc1Cl
 : 7.1%	0.0%	?	-93.6*	1.4%	24.4%	-9.1%
CCOC(=O)c1c(NC(=S)Nc2ccc(OCC)cc2)sc2c1CCN(C)C2
 : -22.5%	4.0%	?	-9.0	4.9%	-6.5%	-3.3%
O=C(NC1CCCCC1)N1CCC(c2nc3ccccc3[nH]2)CC1
 : 0.2%	-10.3%	-2.0%	9.9	-2.2%	-34.0%	67.6%[activator]
CCC(C(=O)Nc1ccc(C(=O)OC)cc1)n1c(=O)c(-c2ccccc2NC(C)=O)nc2ccccc21 (stereo unspecified)
 : 1.6%	-6.2%	·	-35.0	·	·	·
CC1(C)Cc2c(sc3ncnc(NNC(=S)NCc4ccccc4)c23)CO1
 : -0.1%	6.2%	?	-5.5	3.8%	-45.4%	75.6%[activator]
C=CCNC(=S)NNC(=O)c1cccc2ccccc12
 : 0.5%	-12.6%	4.0%	-28.3	-1.3%	-7.4%	84.8%[activator]
Cc1nc(SCc2cccc(C(=O)O)c2)nc2c1CCCC2
 : -7.8%	6.2%	12.7%	-22.5	-0.9%	-20.6%	8.5%
COc1cc(CCC(=O)OCC(=O)Nc2ccccc2C#N)cc(OC)c1OC
 : -2.5%	-3.5%	21.7%	-29.7	-7.0%	-5.3%	8.3%

In the list so far, 7 contain four or more nitrogen atoms:
Order of results – TbPYK inhibitor	AmpC detergent	HCV inhibitor	HCMV inh	LmPK inhibitor	AmpC no deterg	AMA1 RON2 block
Cc1cc(N/N=C/c2ccncc2)nc2ccccc12
 : -1.5%	0.5%	?	55.2	-5.5%	-9.5%[2.29 µM]	41.5%[activator]
Cc1ccc(Cn2c(N3CCNCC3)nc3c2c(=O)[nH]c(=O)n3C)cc1
 : -7.8%	1.6%	7.1%	6.0	-0.3%	-7.0%	15.6%
CC[C@@]1(C(=O)OC)N[C@H](CN(C)C(=O)NC(C)C)[C@@H]2C(=O)N(C)C(=O)[C@@H]21
 : 0.5%	·	13.8%	2.4	·	-5.0%	-2.2%
Cc1ccc(-n2c(SCC(=O)NCCC3=CCCCC3)nc3n[nH]c(C)c3c2=N)cc1Cl
 : 7.1%	0.0%	?	-93.6*	1.4%	24.4%	-9.1%
O=C(NC1CCCCC1)N1CCC(c2nc3ccccc3[nH]2)CC1
 : 0.2%	-10.3%	-2.0%	9.9	-2.2%	-34.0%	67.6%[activator]
CCC(C(=O)Nc1ccc(C(=O)OC)cc1)n1c(=O)c(-c2ccccc2NC(C)=O)nc2ccccc21 (stereo unspecified)
 : 1.6%	-6.2%	·	-35.0	·	·	·
CC1(C)Cc2c(sc3ncnc(NNC(=S)NCc4ccccc4)c23)CO1
 : -0.1%	6.2%	?	-5.5	3.8%	-45.4%	75.6%[activator]

Following part
Order of results – TbPYK inhibitor	AmpC detergent	HCV inhibitor	HCMV inh	LmPK inhibitor	AmpC no deterg	AMA1 RON2 block
O=C(O)CCCC(=O)NNc1ncnc2ccccc12
 : -17.0%	-6.4%	-24.0%	112.2	-0.3%	-15.2%	46.7%[activator]
O=C(COc1ccc(Cl)cc1)Nc1ccc2c(c1)CCC2
 : -8.0%	?	-23.3%	-21.6	5.2%	-33.2%	-6.8%[2.32 µM]
Cc1ccc(S(=O)(=O)CCC(=O)Nc2cc(C)on2)cc1
 : -2.8%	·	·	-0.1	·	·	4.7%
O=C(CN1C(=O)c2ccc([N+](=O)[O-])cc2C1=O)NC1CCCCCC1
 : 0.2%	0.0%	?	-21.2	·	-11.4%	2.6%
CCc1cc2c(cc3c(=O)n(CC(=O)N4CCN(C)CC4)ncn32)s1
 : -18.7%	-6.6%	4.8%	-35.7	-8.2%	1.9%	15.3%
Cc1ccc(NC(=O)CSCC(N)=O)cc1C
 : -13.2%	-16.5%	14.0%	68.7	-5.5%	-8.6%	2.5%
CCOc1ccc(N(CC)S(=O)(=O)N2CCCC(C(=O)Nc3ccc(OC)c(Cl)c3)C2)cc1 (stereo unspecified)
 : 0.5%	16.8%	·	-12.6	·	·	·
N#Cc1ccc(Oc2ccc(C#N)c(C#N)c2)cc1C#N
 : 0.8%	·	9.3%	6.2	·	·	-1.0%
CCOC(=O)[C@]12CCCC=C1N(Cc1ccco1)C(=O)[C@H](CC(=O)NCCCN1CCCC1=O)C2
 : -2.2%	·	·	6.2	·	·	-1.0%
Cc1ccc(NC(=S)NC(=O)C2CC2)c(C)c1
 : -2.0%	1.8%	3.9%	56.4	-12.4%	-21.0%	6.4%
CCCc1cc(=O)oc2cc(C)cc(O)c12
 : -0.3%	-9.0%	?	-34.0	-0.3%	-23.4%	-5.0%
O=C(CNC(=O)c1ccc(Br)o1)NNC(=O)c1ccccc1F
 : -6.1%	-6.9%	13.8%	·	-3.9%	-9.0%	8.5%
O=C(COC(=O)CCC(=O)c1ccc(Cl)cc1)NC1CC1
 : 2.8%	5.6%	18.6%	13.1	-0.5%	-10.8%	14.6%
CN(CCO)c1cc(N2CCCCC2)c2nonc2c1[N+](=O)[O-]
 : 12.4%	3.9%	2.0%	-23.3	0.1%	-27.1%	1.78µM*
Cc1cc(/C=N/NC(=O)Cn2c3ccccc3c(=O)c3ccccc32)c(C)n1-c1ccc(Cl)cc1
 : 4.3%	-10.0%	-19.4%	?	-3.0%	-33.9%	17.9%
O=[N+]([O-])c1cc([N+](=O)[O-])c2cccnc2c1Oc1ccccc1O
 : 0.9%	-5.6%	?	-28.3	3.6%	-14.9%	?
COc1cccc2cc(CC(=O)c3cc(C)ccc3C)c(=O)oc12
 : 0.2%	-2.2%	?	-5.1	0.0%	-11.7%	-7.8%
CSc1sccc1/C=C(/C#N)C(=O)c1ccco1
 : -16.5%	4.0%	5.1%	-17.0	-5.6%	-22.9%	-1.3%
Cc1cc(C)n(CC(O)COc2ccccc2)n1 (stereo unspecified)
 : 10.1%	0.5%	13.9%	-29.7	-2.8%	0.2%	0.8%
CC(=O)NC1(C(F)(F)F)NC(=O)N(C2CCCCC2)C1=O (stereo unspecified)
 : ·	4.6%	5.5%	-12.1	1.5%	6.5%	17.5%
CC1(C(=O)NS(=O)(=O)c2ccccc2Cl)CCN1C(=O)C1(c2ccccc2)CCCC1 (stereo unspecified)
 : 0.4%	·	·	0.1	·	·	8.6%
Cc1ccc(S(=O)(=O)N(C)C)cc1NC(=O)C(C)OC(=O)C1CCCCC1 (stereo unspecified)
 : 3.9%	·	15.6%	?	·	25.4%	15.1%
CC(NC(=O)CN1C(=O)c2ccccc2C1=O)c1ccccc1 (stereo unspecified)
 : 2.1%	-7.6%	10.0%	0.8	6.8%	-2.4%	10.6%
CCOC(=O)C1=C(COC(=O)c2cc(OC)c(OC)cc2[N+](=O)[O-])NC(=O)NC1C (stereo unspecified)
 : -0.7%	-17.8%	1.1%	28.9	·	-2.0%	0.0%
CC(=O)Nc1ccc(C(=O)CN2CCN(c3ccccc3)CC2)cc1
 : 0.8%	?	-14.8%	-0.5	0.8%	4.1%	-5.0%
COc1cccc(CNC2CCCC2)c1
 : 4.7%	-8.6%	7.4%	-17.0	2.2%	-15.7%	-11.2%
O=C(Cn1ccc([N+](=O)[O-])n1)N1CCCCC1
 : -0.3%	-6.5%	17.8%	-31.4	-0.9%	-4.8%[2.29 µM]	-3.7%
O=C(COC(=O)/C=C/c1cccc(Cl)c1)Nc1cccc(S(=O)(=O)NC2=NCCC2)c1
 : -9.7%	1.6%	-5.5%	-10.1	·	-0.8%	-9.6%
Cc1ccccc1C1=NCC(=S)Nc2ccc(Cl)cc21
 : -8.4%	0.6%	12.2%	?	0.2%	15.3%	64.6%[activator]
Cc1cc2nc(CCN(C(=S)NCC(C)C)C3CCCC3)[nH]c2cc1C
 : -3.0%	-8.2%	?	-85.3*	9.1%	-21.4%	-7.1%
CCCn1c(=S)[nH]c2cc(C(=O)N3CCN(C(=O)OCC)CC3)ccc2c1=O
 : -11.7%	2.4%	-16.1%	0.0	0.5%	55.9%	34.5%[activator]
CCC1CCCCN1C(=O)c1ccc(OC)c(OC2CCN(C(C)=O)CC2)c1 (stereo unspecified)
 : -1.0%	3.1%	5.9%	16.0	-4.7%	17.8%	-2.0%
O=c1c(Cl)c(NCc2ccco2)cnn1C12CC3CC(CC(C3)C1)C2
 : -15.4%	-4.5%	2.0%	-28.7	-0.1%	2.4%	6.0%
